Source: PubChem BioAssay
UbGFP stabilizer: ubiquitin-GFP accumulation via proteasome inhibition | Ubiquitin-GFP reporter cells, proteasome inhibition, GFP fluorescence; response scale: untreated = 0%, 10 µM MG-132 = 100% | Potency, µM (doses to about 45.9 µM), inactives show at the highest dose activation (GFP accumulation), usual class: activators | 67,000 tested, under 10 active | AID 526; active means well fitted activation curve with a large enough effect, not every such curve was filed as active; inconclusive means small, poorly fitted or top-dose-only effect, or another doubt; inactive means no such curve, though single readings can be large or run the other way; further: potency means the concentration at half of the fitted maximal effect
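U2OS cells expressing ubiquitin(G76V)-GFP, seeded overnight in 0.5% FBS medium, then treated 4 hr at 37 C across 46 uM to 2.9 nM. GFP-positive cells counted by laser cytometry (488 ex/515 em); %activity scaled between basal and 10 uM MG-132.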
HBB splicing: hemoglobin beta splicing modulation. Potency, µM (titrated, usually from 46.1 µM), for inactives: at the top dose activation, usual class: activators. 65,000 compounds, 0.06% hits. HBB splicing reporter cell assay, activation; EGFP reporter with mutant IVS2-654 intron; response scale: normalised to 500 nM splice-correcting PNA; further: potency means the concentration at half of the fitted maximal effect; 0% is about no effect
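Compounds were applied for 2 days to HeLa EGFP-654 cells, 500/well in Optimem with 2% FCS. The reporter's EGFP is disrupted by mis-splicing of beta-globin intron IVS2-654. Readout: summed well GFP fluorescence from 488 nm laser scanning; reference was 500 nM antisense […] 654 PNA.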
CRE-bla Fsk: modulators of forskolin-stimulated CRE signaling in CHO cells; CHO CRE-bla reporter (cAMP response element driving beta-lactamase), forskolin EC10, beta-lactamase ratio; Potency, µM (series often up to 38.2 µM), inactives show at the highest dose activity change, negative = inhibition, usual class: activators; 71,000 compounds, 2.5% hits; AID 662; active means well fitted activation curve with a large enough effect in the signal ratio, with a control signal flat, not every such curve was filed as active; inconclusive means small, poorly fitted or top-dose-only effect, or effect the other way, or a change in a side signal; the % refers to the signal ratio; further: potency means the concentration at half of the fitted maximal effect; % of control where 0% means no effect
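Using CellSensor CRE-bla CHO cells in Opti-MEM with 0.5% dialyzed FBS, compounds were titrated with EC10 NKH 477 for 3 h at 37 °C. CCF4 ratio (460/530 nm) gave %Activity; AC50 derived.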
Hsp90 Hop PPI: changes Hsp90-Hop TPR2A binding signal, up or down; AlphaScreen TPR2A-His6 binding biotin-Hsp90 C-terminal peptide; Potency, µM (doses to about 57 µM), for inactives: at the top dose activity change, negative = inhibition; 71,000 compounds, 0.44% hits; AID 595; active means well fitted curve in either direction with a large enough effect; inconclusive means small, poorly fitted or top-dose-only effect, or another doubt; further: potency means the concentration at half of the fitted maximal effect; on the % scale 0 is the no-effect control and ±100 the full control effect; many of its hits are not listed in these tables
GFP derepression: derepresses silenced GFP locus in mouse C127i cells. mouse C127i GFP locus derepression, cytometry, 30 h. Potency, µM (top dose mostly 46.1 µM), for inactives: at the highest dose GFP derepression (activation). 68,000 compounds, 0.09% hits; further: % of control where 0% means no effect
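Read-out is the number of GFP-positive cells, scored as fluorescent objects 20 to 120 um wide, reflecting derepression of a silenced CMV-GFP reporter in murine C127i cells after 30 h compound exposure at 37 C.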
ERK AVP block: blocks ERK signaling stimulated by vasopressin; HEK293-V1b, vasopressin-stimulated pERK AlphaScreen; Potency, µM (doses to about 57.5 µM), for the others: at the top dose activity, negative = inhibition, actives largely listed as inhibitors; 72,000 compounds, 0.99% hits; AID 995; further: potency means the concentration at half of the fitted maximal effect; on the % scale 0 is the no-effect control and ±100 the full control effect; nearly all actives have a fitted effect of over 55% in size
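HEK293 cells stably expressing V1b receptor, seeded overnight in 1% FBS, were treated with compounds for 30 min at 37C, then stimulated 5 min with 25 nM vasopressin; phospho-ERK read by AlphaScreen SureFire after lysis.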
FLuc inh: firefly luciferase inhibition | purified firefly luciferase, luminescence, 8 min | P08659 | Potency, µM (titrated, usually from 57.1 µM), without a hit: at the top dose activity change, negative = inhibition, hits mostly inhibitors | 72,000 compounds, 2.2% hits; further: potency means the concentration at half of the fitted maximal effect; on the % scale 0 is the no-effect control and ±100 the full control effect; nearly all actives have a fitted effect of over 40% in size
Target sequence (P08659 whole entry, looked up): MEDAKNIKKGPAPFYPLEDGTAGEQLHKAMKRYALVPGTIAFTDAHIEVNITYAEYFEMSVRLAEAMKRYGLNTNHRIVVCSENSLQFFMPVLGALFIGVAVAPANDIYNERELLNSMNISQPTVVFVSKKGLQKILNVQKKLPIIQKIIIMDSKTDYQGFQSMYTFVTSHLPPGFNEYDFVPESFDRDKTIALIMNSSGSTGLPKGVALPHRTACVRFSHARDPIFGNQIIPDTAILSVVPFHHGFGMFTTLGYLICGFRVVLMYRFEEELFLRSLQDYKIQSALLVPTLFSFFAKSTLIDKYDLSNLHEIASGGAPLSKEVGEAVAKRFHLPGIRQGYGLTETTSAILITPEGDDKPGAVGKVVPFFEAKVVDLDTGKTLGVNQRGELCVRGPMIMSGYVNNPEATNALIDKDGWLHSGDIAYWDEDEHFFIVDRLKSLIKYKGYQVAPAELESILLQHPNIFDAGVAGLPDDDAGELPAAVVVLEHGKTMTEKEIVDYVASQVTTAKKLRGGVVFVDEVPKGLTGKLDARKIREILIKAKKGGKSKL
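Firefly luciferase (PKLight detection mix) with 10 uM ATP in pH 7.2 imidazole buffer (KCl, MgCl2, Tween 20, BSA). Compounds tested across a concentration series (qHTS). Luminescence read after 8 min at ambient temperature.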
Tau filament bind: binds recombinant human tau filaments | P10636 | recombinant tau filaments, thioflavin S fluorescence, 15 h; filaments grown with octadecylsulfate alongside compound | Potency, µM (series often up to 57.1 µM), for the others: at the top dose activity change, negative = inhibition | 71,000 compounds, 2% hits;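 further: potency means the concentration at half of the fitted maximal effect; on the % scale 0 is the no-effect control and ±100 the full control effect; actives lower thioflavin S fluorescence by blocking filaments or displacing dye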
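ThS-based fibril read: tau 1 uM final, inducer ODS 30 uM final, 37 C for 15 h, ex 450/em 510 nm.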
15-hLO inh: 15-hLO (ALOX15) enzyme inhibition; P16050; purified 15hLO-1, xylenol orange hydroperoxide absorbance; Potency, µM (series often up to 57.1 µM), for inactives: at the top dose activity change, negative = inhibition, most hits filed as inhibitors; 74,000 compounds, 1.4% hits; AID 887; further: potency means the concentration at half of the fitted maximal effect; on the % scale 0 is the no-effect control and ±100 the full control effect; nearly all actives have a fitted effect of over 55% in size
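Readout: Fe(III)-xylenol orange absorbance, 573-to-405 nm ratio as reaction progress. Enzyme 40 nM purified human 15hLO-1, substrate 50 uM arachidonic acid, 6 min RT after 15 min compound preincubation; Hepes pH 7.5 buffer with Triton X-100.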
HADH2 inhib: inhibitors of human HADH2 dehydrogenase; 73,000 compounds, 3.4% hits; recombinant HADH2, NADH fluorescence, beta-hydroxybutyryl-CoA; Potency, µM (series often up to 57.1 µM), for the others: at the top dose activity change, negative = inhibition, most hits filed as inhibitors; AID 886; further: potency means the concentration at half of the fitted maximal effect; on the % scale 0 is the no-effect control and ±100 the full control effect; nearly all actives have a fitted effect of over 60% in size; many of its hits are not listed in these tables
Target sequence (Q99714 whole entry, looked up, one chain of several): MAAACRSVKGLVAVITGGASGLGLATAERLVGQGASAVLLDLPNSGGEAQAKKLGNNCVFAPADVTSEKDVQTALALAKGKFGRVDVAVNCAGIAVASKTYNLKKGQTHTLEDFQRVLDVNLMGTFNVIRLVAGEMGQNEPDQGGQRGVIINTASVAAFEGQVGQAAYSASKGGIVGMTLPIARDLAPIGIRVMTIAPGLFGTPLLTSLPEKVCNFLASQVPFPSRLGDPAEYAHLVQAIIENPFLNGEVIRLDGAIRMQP
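Buffer 100 mM Tris-HCl pH 9.0/0.01% Tween-20; HADH2 20 nM; NAD+ 1 mM; beta-hydroxybutyryl-CoA 90 uM (all final). 15 min cpd preincubation, RT.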
DNA Pol III inh: blocks replication by bacterial DNA polymerase III holoenzyme | Potency, µM (doses to about 57.1 µM), without a hit: top-dose activity change, negative = inhibition | 71,000 compounds, 0.25% hits | reconstituted DNA polymerase III holoenzyme replication, biochemical; further: potency means the concentration at half of the fitted maximal effect; on the % scale 0 is the no-effect control and ±100 the full control effect
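Reconstituted *E. coli* holoenzyme (0.35 nM Pol III, 1 nM beta, 154 nM SSB, 2 nM primase) was preincubated with compound for 15 min at RT. Synthesis on 1.4 nM ssM13Gori ran 35 min, then was stopped with PicoGreen/EDTA and read as dsDNA fluorescence.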
An asterisk follows results filed as active; ? = inconclusive; nt = not tested or not shown; [ ] = remark or other dose. Unless noted, the call rests on the fitted dose curve; in most records, active means well fitted curve in the direction sought with a large enough effect; inconclusive means small, poorly fitted or top-dose-only effect, or another doubt; inactive means no such curve, though single readings can be large; an effect the other way counts as inactive or inconclusive. Only part of the results is shown; the hit share may differ from the screen's.

Second line of a record – UbGFP stabilizer	HBB splicing	CRE-bla Fsk	Hsp90 Hop PPI	GFP derepression	ERK AVP block	FLuc inh	Tau filament bind	15-hLO inh	HADH2 inhib	DNA Pol III inh
> CCn1c(C)c(C(C)=O)c(NCc2ccccc2)nc1=S
 : -1%	-1.1%	-10%	-2%	8%	-21%	2%	-19%	-4%	-6%	-8%
> CCCn1c(C)nc2c(NCCCCN(C)C)nc(C)nc21
 : 13%	0.4%	2%	1%	nt	-7%	nt	3%	-1%	-8%	1%
> COc1ccc(NC(=O)CCOc2ccccc2)c(OC)c1
 : 1%	-2.1%	?	-2%	2%	7%	-2%	-5%	10%	8%	3%
> O=C(O)c1ccc(S(=O)(=O)NC2CCCc3ccccc32)cc1 (centres undefined)
 : 2%	-0.4%	-7%	-1%	2%	-19%	1%	-4%	-4%	-9%	0%
> c1cnc(N2CC[N+]3(CCCC3)CC2)nc1
 : 3%	3.0%[0.369 µM]	-8%	-2%	2%	-5%	1%	10%	3%	-5%	-2%
> COc1ccc(-c2nnc3ccc(SC(C(C)=O)C(C)=O)nn23)cc1OC
 : 0%	-0.7%	6.3µM*	0%	5%	17%	3%	-10%	?	-22%	-9%
> O=C(C1CCCN(Cc2ccccc2Br)C1)N1CCCCC1 (centres undefined)
 : nt	1.4%[0.369 µM]	-4%	-2%	2%	-27%	1%	-3%	-8%	2%	-4%
> O=C1c2ccccc2NC(c2ccco2)N1O (centres undefined)
 : 13%	-2.2%	-6%	-5%	-2%	-22%	0%	-22%	-8%	-15%	-4%
> O=S(=O)(Cc1ccccc1)N1CCCC(c2nc(-c3ccc(F)cc3)no2)C1 (centres undefined)
 : -2%	2.4%	8%	?	-2%	15%	1%	1%	-3%	-6%	-4%
> Cc1ccc2c(c1)[nH]c1c(=O)n(CCN3CCNCC3)cnc12
 : -4%	2.4%[57.5 µM]	-9%	-3%	-2%	4%	3%	2%	5%	-3%	-4%
> Cc1[nH]nc2c1C(C1CC=CCC1)C(C#N)=C(N)O2 (centres undefined)
 : 3%	-1.0%[9.22 µM]	-10%	1%	9%	-31%	1%	-4%	-15%	-15%	1%
> COc1ccc(C(C)=O)c(Oc2nc(CN3CCOCC3)nc3scc(-c4cccs4)c23)c1
 : 17%	1.2%[57.5 µM]	?	-3%	0%	11%	0%	-4%	-16%	5%	4%
> Cn1c(SCC(=O)N2CCN(c3cccc(Cl)c3)CC2)nnc1-c1ccncc1
 : -4%	0.1%[57.5 µM]	-5%	3%	1%	?	2%	16%	10%	9%	-4%
> CCOC(=O)c1c(C)oc2cc(Br)c(OC(C)C(=O)OCC)cc12 (centres undefined)
 : -15%	1.2%	?	?	0%	40%[activator]	2%	31%	-5%	-9%	1%
> Cc1cc(OCc2nc(N)nc(N)c2-c2ccc(Cl)c(Cl)c2)ccc1[N+](=O)[O-]
 : -3%[9.17 µM]	6.5%[9.22 µM]	0%[7.6 µM]	-4%[11 µM]	2%[9.22 µM]	-16%[11.5 µM]	0%[11.4 µM]	-25%[11.4 µM]	3%[11.4 µM]	10%[11.4 µM]	7%[11.4 µM]
> Cc1nc(CCNS(=O)(=O)c2cccs2)cs1
 : -1%	-1.4%	4%	-2%	-2%	-16%	2%	10%	10%	5%	-4%
> O=C(CSc1nnnn1-c1ccccc1)Nc1nc(-c2ccccc2)ns1
 : -4%	-1.7%	8%	-1%	-2%	-19%	4%	340%	5%	5%	5%
> CC1=C(C(=O)NCc2ccccc2)C(c2cccs2)n2ncnc2N1 (centres undefined)
 : 2%	-2.5%[0.369 µM]	-5%	-7%	0%	-3%	1%	2%	10%	6%	4%
> O=C(CCn1c(=O)oc2ccccc21)N1CCc2ccccc21
 : -14%	1.7%	?	0%	-3%	14%	2%	-6%	17%	5%	-3%
> Cc1cc(C)cc(N2C(=O)CC(n3ccnc3)C2=O)c1 (centres undefined)
 : -4%	-0.3%	-1%	-2%	0%	0%	0%	-3%	1%	7%	-1%

For convenience, four of the compounds above.
Second line of a record – UbGFP stabilizer	HBB splicing	CRE-bla Fsk	Hsp90 Hop PPI	GFP derepression	ERK AVP block	FLuc inh	Tau filament bind	15-hLO inh	HADH2 inhib	DNA Pol III inh
> Cc1[nH]nc2c1C(C1CC=CCC1)C(C#N)=C(N)O2 (centres undefined)
 : 3%	-1.0%[9.22 µM]	-10%	1%	9%	-31%	1%	-4%	-15%	-15%	1%
> COc1ccc(C(C)=O)c(Oc2nc(CN3CCOCC3)nc3scc(-c4cccs4)c23)c1
 : 17%	1.2%[57.5 µM]	?	-3%	0%	11%	0%	-4%	-16%	5%	4%
> Cn1c(SCC(=O)N2CCN(c3cccc(Cl)c3)CC2)nnc1-c1ccncc1
 : -4%	0.1%[57.5 µM]	-5%	3%	1%	?	2%	16%	10%	9%	-4%
> CCOC(=O)c1c(C)oc2cc(Br)c(OC(C)C(=O)OCC)cc12 (centres undefined)
 : -15%	1.2%	?	?	0%	40%[activator]	2%	31%	-5%	-9%	1%

Later entries
Second line of a record – UbGFP stabilizer	HBB splicing	CRE-bla Fsk	Hsp90 Hop PPI	GFP derepression	ERK AVP block	FLuc inh	Tau filament bind	15-hLO inh	HADH2 inhib	DNA Pol III inh
> CCCCCC1CC(CC(=O)O)C(=O)O1 (centres undefined)
 : -5%	1.1%	10%	2%	-2%	-28%	3%	0%	4%	-2%	-1%
> CC(=O)C1=C(C)OC(N)=C(C#N)C1c1ccncc1 (centres undefined)
 : -1%	1.0%[0.369 µM]	-8%	-5%	0%	-11%	-1%	9%	-7%	2%	0%
> Cc1c(C(=O)OCC(=O)N2CC(C)OC(C)C2)oc2ccc(Br)cc12 (centres undefined)
 : -5%	-4.2%	11%	-1%	2%	0%	2%	11%	0%	4%	0%
> COC(=O)c1nonc1NCn1nnc2ccccc21
 : -6%	11%[0.369 µM]	-4%	3%	3%	-13%	3%	-10%	7%	-7%	-4%
> N#CC1=C(N)N(c2ccccc2)C2=C(C(=O)CCC2)C1c1ccsc1 (centres undefined)
 : -3%	-0.3%	-13%	-5%	2%	?	-1%	-20%	-5%	-2%	0%
> O=C(O)[C@@H]1CCCN1Cc1c[nH]c2ccccc12
 : 4%[9.17 µM]	0.4%[9.22 µM]	-3%[7.6 µM]	1%[11 µM]	-2%[9.22 µM]	-7%[11.5 µM]	0%[11.4 µM]	5%[11.4 µM]	-2%[11.4 µM]	6%[11.4 µM]	-2%[11.4 µM]
> O=C(c1cnccn1)N1CCC2(CC1)CCN(C(c1ccccc1)c1ccccc1)CC2
 : -6%	1.7%	?	-6%	-2%[9.22 µM]	-8%	2%[11.4 µM]	-5%	3%	5%	-9%
> COC(=O)c1ccccc1NC(=O)CC#N
 : 4%	-1.5%[0.369 µM]	?	-1%	2%	-8%	0%	-5%	-5%	1%	4%
> N#Cc1cccc(NC(=O)N2CC[C@@]3(CCCN(C(=O)c4cnccn4)C3)C2)c1
 : -8%	1.4%	-2%	?	-2%[9.22 µM]	14%	0%[11.4 µM]	-5%	8%	?	-2%
> Cc1oc(-c2ccc(Cl)cc2)nc1CN1CCCC(C(=O)NCCCN2CCCC2=O)C1 (centres undefined)
 : -3%	-1.2%	-3%	-5%[2.3 µM]	nt	-5%	1%	37%	0%	4%	3%
> CCCCOc1ccc(NC2=NC3(CCCCC3)N=C(N)N2)cc1
 : -8%	-0.7%	6%	-7%	4%	18%	-1%	38%	?	5%	-2%
> COc1cccc(C(=O)Nc2ccc(NC(=O)C3CC3)cn2)c1
 : 0%	0.2%[57.5 µM]	1%	1%	-3%	1%	7.9µM*	-6%	-9%	3%	-8%
